High-throughput results deposited in PubChem by National Center for Advancing Translational Sciences (NCATS).
Tb PFK block: blocks T. brucei phosphofructokinase; O15648; T. brucei PFK, ADP-Glo luminescence; Potency, µM (series often up to 57.5 µM), inactives show top-dose activity, negative = inhibition, usual class: inhibitors; hit rate 0.17% among 330,000;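 also: potency is read from the fitted curve at half-maximal effect; 0% = uninhibited 1x PFK enzyme wells and -100% = no-enzyme wells; nearly all actives have a fitted effect of over 60% in size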
Target sequence (O15648 whole entry, looked up): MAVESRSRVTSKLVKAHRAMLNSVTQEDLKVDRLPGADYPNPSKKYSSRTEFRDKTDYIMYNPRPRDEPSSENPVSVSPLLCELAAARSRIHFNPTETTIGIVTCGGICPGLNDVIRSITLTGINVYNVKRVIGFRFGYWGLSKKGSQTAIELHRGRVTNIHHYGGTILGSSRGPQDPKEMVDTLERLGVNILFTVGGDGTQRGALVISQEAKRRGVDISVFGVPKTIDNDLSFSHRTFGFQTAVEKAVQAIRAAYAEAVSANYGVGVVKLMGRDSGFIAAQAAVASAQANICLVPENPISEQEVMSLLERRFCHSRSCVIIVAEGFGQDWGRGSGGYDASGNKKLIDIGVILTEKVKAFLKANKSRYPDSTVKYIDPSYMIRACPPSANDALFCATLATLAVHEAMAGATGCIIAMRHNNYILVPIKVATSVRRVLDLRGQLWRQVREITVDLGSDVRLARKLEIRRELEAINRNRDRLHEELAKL
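Compounds were pin-transferred as a titration series up to 57 uM into substrate buffer (0.5 mM F6P, 0.1 mM ATP, pH 8.0), then 1.25 nM PFK was added and reactions ran 45 min before ADP-Glo detection.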
Coupling enz: coupling enzyme interference in Giardia aldolase counter-screen. coupling enzyme system counterscreen, AmpLite Red fluorescence. activity change, negative = inhibition, % at 58.2 µM, hits read low. hit rate 0.67% among 290,000; in the data active = activity change below about -30%; also: % is scaled to controls: 0 for no effect and ±100 for the full control effect
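Activity here indicates interference with the coupling reaction, not aldolase inhibition. Compounds at 57.5 uM final met coupling enzymes for 10 min at RT; substrate and AmpLite Red detection followed, with a 525/598 nm fluorescence read after 20 min.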
B2AR arrestin: recruits beta-arrestin to the human beta2-adrenergic receptor; beta-arrestin recruitment to beta2AR, cell-based reporter; Potency, µM (titrated, usually from 46.1 µM), for inactives: at the top dose activation, usual class: activators; hit rate 0.02% among 330,000; AID 492947;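 also: potency is read from the fitted curve at half-maximal effect; 0% = DMSO controls and full agonism = EC100 isoproterenol or metaproterenol; nearly all actives have a fitted effect of over 65% in size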
Target sequence (P07550 whole entry, looked up): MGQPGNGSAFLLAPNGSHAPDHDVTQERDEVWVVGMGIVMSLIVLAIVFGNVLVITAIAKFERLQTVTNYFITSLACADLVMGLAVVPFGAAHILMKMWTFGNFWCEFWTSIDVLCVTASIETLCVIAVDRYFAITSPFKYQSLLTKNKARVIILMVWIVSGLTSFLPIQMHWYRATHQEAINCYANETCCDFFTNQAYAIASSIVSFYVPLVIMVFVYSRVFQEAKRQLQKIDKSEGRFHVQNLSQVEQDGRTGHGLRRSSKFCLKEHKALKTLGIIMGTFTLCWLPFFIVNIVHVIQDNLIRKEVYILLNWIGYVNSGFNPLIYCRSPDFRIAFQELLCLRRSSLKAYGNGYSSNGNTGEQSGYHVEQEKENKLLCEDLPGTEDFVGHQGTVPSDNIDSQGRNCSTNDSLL
PKM2 act: PKM2 (human) enzyme activation; P14618; purified PKM2, Kinase-Glo ATP luminescence, activation; response scale: 0% is enzyme alone, no compound; Potency, µM (doses to about 57.5 µM), inactives show at the highest dose activation, actives largely listed as activators; hit rate 0.34% among 260,000; AID 1631; also: potency is read from the fitted curve at half-maximal effect; % is scaled to controls: 0 for no effect and ±100 for the full control effect; nearly all actives have a fitted effect of over 55% in size
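hPK-M2, >95% pure; 0.1 mM ADP / 0.5 mM PEP final; imidazole pH7.2 buffer w/ 7 mM MgCl2, 50 mM KCl; 1 h RT; Kinase-Glo lum. Intermediate enzyme activity for dual inhibitor/activator qHTS.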
Giardia kill: Giardia lamblia killing; Giardia lamblia trophozoite viability; activity change, % at 7.66 µM, hits read low; hit rate 0.15% among 340,000; AID 540267; in the data active = activity change below about -80%; inconclusive = between about -30% and that limit;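 also: parasites exposed to compound for two days anaerobically before the ATP read; % is scaled to controls: 0 for no effect and ±100 for the full control effect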
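Anaerobic 48 hrs incubation at 37 deg C of 100 trophozoites/well with test compounds; ATPLite 1-Step luminescence, 15-30 min RT, reports cellular ATP as viability.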
a7 integrin act: activates integrin-mediated alleviation for muscular dystrophy | hit rate 0.064% among 350,000 | alpha7betagal myoblasts, beta-gal FDG fluorescence, 48 h | Potency, µM (titrated, usually from 38.3 µM), inactives show top-dose activation, hits mostly activators;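 also: potency is read from the fitted curve at half-maximal effect; 100% = response of the positive control SU9516; nearly all actives have a fitted effect of over 60% in size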
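Alpha7betagal+/- myoblasts (passage 13) were plated 16-24 hr, then exposed to compounds (1:260 dilution of DMSO stock) for 48 hours at 37C. After MPER lysis, β-galactosidase reporter activity was read as FDG fluorescence (ex 480/em 540) after 30 minutes.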
GALK inhibitor: galactokinase (human) inhibition. P51570. Purified GALK, Kinase-Glo residual ATP luminescence. Potency, µM (series often up to 57.5 µM), inactives show at the highest dose activity change, negative = inhibition, hits mostly inhibitors. hit rate 0.007% among 270,000; also: potency is read from the fitted curve at half-maximal effect; % is scaled to controls: 0 for no effect and ±100 for the full control effect
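The enzyme phosphorylates galactose (100 uM) using ATP (35 uM); inhibition is detected as higher residual ATP, quantified by bioluminescence after 1 h reaction at room temperature, pH 8.0.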
PTAP TSG101 blk: blocks PTAP/TSG101 interaction to inhibit HIV-1 budding; Q99816; Fluorescence polarization, FITC-PTAP peptide / Tsg101 binding; Potency, µM (series often up to 115 µM), for the others: top-dose activity change, negative = inhibition, usual class: inhibitors; 340,000 tested, under 10 active; AID 493005; active = well fitted inhibition curve with a large enough effect in the main read-out, with a control signal flat, not every such curve was filed as active; inconclusive = small, poorly fitted or top-dose-only effect, or effect the other way, or a change in a side signal; inactive = no such curve, though single readings can be large or run the other way; also: potency is read from the fitted curve at half-maximal effect; % of control where 0% means no effect
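Fluorescence polarization binding of Tsg101 binding domain (10 uM final) to FITC-labeled PTAP peptide (50 nM final) in HEPES pH 7.5 buffer with NaCl, Tween 20, EDTA, TCEP. Compounds added before peptide; binding 20 min at RT.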
Chronic BCR inh: blocks chronic active B-cell receptor signaling; ABC-DLBCL IkBa-CBG/CBR reporter, luminescence ratio, 4 h; Potency, µM (titrated, usually from 46.1 µM), inactives show at the highest dose ratio change, negative = lower green/red ratio, most hits filed as inhibitors; hit rate 0.05% among 340,000; AID 493014; active = well fitted inhibition curve with a large enough effect in the signal ratio, with a control signal flat, not every such curve was filed as active; inconclusive = small, poorly fitted or top-dose-only effect, or effect the other way, or a change in a side signal; the % refers to the signal ratio;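 also: potency is read from the fitted curve at half-maximal effect; plate controls were basal doxycycline-induced cells for no effect and cells given 10 µM MG132 for full effect; MG132 reads +100%, hits lower the ratio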
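Doxycycline induced both beetle luciferases in TMD8 lymphoma cells; IKK-driven degradation limits the IkappaBalpha-fused green signal, while red luminescence normalises for cell number and nonspecific effects. Compounds tested up to 46 uM, 4 hrs.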
S-ASM inh: human S-ASM enzyme inhibition; placental ASM, HMU-PC fluorogenic substrate, 60 min; P17405; hit rate 0.006% among 340,000; Potency, µM (series often up to 57.5 µM), for inactives: top-dose activity change, negative = inhibition, actives largely listed as inhibitors; also: potency is read from the fitted curve at half-maximal effect
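qHTS format. ASM enzyme prepared from human placenta hydrolyses the fluorogenic substrate HMU-PC0 (9 uM final) over 60 min at 37 °C after a 10 min compound preincubation.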
Menin-MLL TR inh: inhibitors of human menin-MLL interaction, mutant MLL peptide. Potency, µM (titrated, usually from 61.6 µM), for inactives: top-dose FP activity change, negative = inhibition, hits mostly inhibitors. hit rate 0.23% among 270,000. Menin + Texas Red MLL mutant peptide, fluorescence polarization. O00255; active = well fitted inhibition curve with a large enough effect in the polarisation, with a control signal flat, not every such curve was filed as active; inconclusive = small, poorly fitted or top-dose-only effect, or effect the other way, or a change in a side signal; inactive = no such curve, though single readings can be large or run the other way; the % refers to the polarisation; also: potency is read from the fitted curve at half-maximal effect; % of control where 0% means no effect; many of its hits are not listed in these tables
An asterisk follows results filed as active; ? = inconclusive; / = not tested or not shown; [ ] = remark or other dose. Unless noted, calls follow the shape of the dose curve; as a rule, active = well fitted curve in the direction sought with a large enough effect; inconclusive = small, poorly fitted or top-dose-only effect, or another doubt; inactive = no such curve, though single readings can be large; an effect the other way counts as inactive or inconclusive. Only part of the results is shown; the hit share may differ from the screen's.

SMILES | Tb PFK block | Coupling enz | B2AR arrestin | PKM2 act | Giardia kill | a7 integrin act | GALK inhibitor | PTAP TSG101 blk | Chronic BCR inh | S-ASM inh | Menin-MLL TR inh
COc1ccccc1OCC(=O)Nc1ccccc1C(=O)NC1CC1 | 0% | / | 0.0% | / | 4 | 12% | / | -3% | -12% | 1% | /
O=C(NCCc1ccccn1)C(F)(F)C(F)(F)C(F)(F)C(F)(F)C(F)(F)C(F)(F)C(F)(F)C(F)F | 1% | -5 | -1.8% | -18% | 16 | 1% | -4% | -1% | 8% | 6% | -23%
COc1cc(CNCCSc2nnnn2C)cc(Br)c1OCc1ccccc1F | 1% | -7 | -0.3% | 1% | 16 | 18% | 3% | -4% | 1% | 4% | 11%
Cc1c(C(=O)N2CCN(c3ccccc3)CC2)oc2c(F)cccc12 | -3% | / | 0.3% | 0% | -11 | 7% | -6% | -1% | -1% | -4% | /
CCOC(=O)N1CCN(c2c(NCCN(C)Cc3ccccc3)c(=O)c2=O)CC1 | -3% | -1 | 0.0% | -15% | 12 | -7% | 1% | 1% | 6% | 5% | -10%
COc1cccc(/C=N/NC(N)=S)c1OCc1cccc(Cl)c1 | 3% | 2 | -0.4% | -6% | 5 | 7% | 1% | 1% | -18% | -4% | 11%
COC(=O)c1cccc(NC(=O)CC2C(=O)NCCN2C(=O)c2ccc(F)cc2F)c1 (stereo unspecified) | 2% | 5 | -0.7% | 0% | -16 | 5% | -1% | 0% | 10% | 2% | /
CC(=O)Nc1ccc(S(=O)(=O)NCC(=O)OCC(=O)NCc2ccc3c(c2)OCO3)cc1 | -6% | / | 0.0% | / | 2 | 5% | / | -1% | ? | 2% | /
Cn1nc(C(=O)OCC(=O)Nc2ccc(Cl)cc2Cl)c2ccccc2c1=O | -1% | / | -0.1% | / | -2 | 32% | / | -5% | 6% | -5% | /
CCOc1ccc(OCCC(=O)N2CCN(S(=O)(=O)c3ccc(F)cc3)CC2)cc1 | 0% | / | 0.0% | / | 13 | -11% | / | -6% | ? | / | /
CCNC(=S)N/N=C/c1ccccc1[N+](=O)[O-] | 2% | 0 | -1.2% | 3% | 20 | -8% | 1% | 0% | ? | -4% | -5%
CC(=O)Nc1cccc(C(=O)NC2CCCc3c2cnn3-c2ccccc2F)c1 (stereo unspecified) | -5% | -1 | 0.3% | / | 26 | 8% | -4% | -3% | ? | 0% | -3%
O=C(NCc1ccco1)c1nnc(Cc2ccc(Cl)cc2)o1 | -14% | 3 | -0.1% | -1% | -18 | 0% | 1% | -6% | -3% | 1% | 6%
CCOc1ccc(NC(=O)c2ccc(NC(=S)NC3CCCCC3)cc2)cc1 | 0% | -14 | 0.0% | -12% | 1 | -40% | -4% | -6% | ? | -1% | ?
COc1ccc(N2CCN(C(=O)CS(=O)Cc3nc(-c4ccc(OC)c(OC)c4)oc3C)CC2)cc1 (stereo unspecified) | 0% | / | 0.1% | / | 20 | -38% | -4% | 0% | -4% | 0% | /
Cc1cc(N2CCC(C)CC2)nc2ccc(N3C(=O)CCC3=O)cc12 | 1% | -4 | -0.1% | -1% | -1 | ? | 0% | -8% | -3% | 300%[activator] | 4%
CCn1cc(C(=O)OCC(=O)Nc2cccc(Cl)c2Cl)c(=O)c2ccc(C)nc21 | -1% | 1 | 0.0% | -4% | -19 | 11% | 7% | -3% | 12% | -3% | -10%
O=C(Nc1c(Cl)cc(Cl)cc1C(=O)NCCN1CCOCC1)c1cccc([N+](=O)[O-])c1 | -1% | -4 | -0.4% | -20% | -14 | -10% | 3% | -1% | 5% | 4% | -2%
COc1cccc(N2CCN(C(=O)c3oc4ccccc4c3NC(=O)Cc3ccc(OC)c(OC)c3)CC2)c1 | -14% | / | 0.2% | / | -6 | -8% | 3% | -6% | -29% | -6% | /
Cc1ccc(N(C)S(=O)(=O)c2cccc(C(=O)Nc3nnc(C4CC4)s3)c2)cc1 | -3% | 4 | -0.3% | -2% | -4 | 14% | 2% | -13% | 10% | -23% | 3%
COc1ccccc1/C=N/NC(=O)CC(=O)NCc1cccnc1 | -3% | -8 | -0.3% | ? | 4 | 0% | 1% | 1% | ? | 7% | -18%
O=C(CN1CCOCC1)N/N=C/c1ccc(C(=O)O)cc1 | 0% | 2 | 0.0% | -10% | 10 | -6% | 5% | -1% | -2% | 2% | 12%
COc1ccccc1C(=O)NCC(=O)NCCC(c1ccccc1)c1ccccc1 | 0% | / | -0.7% | / | 1 | -1% | / | 0% | 1% | -3% | /
CN(Cc1ccon1)C(=O)CC1C(=O)NCCN1Cc1cccc(Oc2ccccc2)c1 (stereo unspecified) | 1% | 2 | 0.0% | -7% | -1 | ? | 3% | -9% | 1% | -6% | 2%
CN(C(=O)c1ccc(=O)n(Cc2ccc(Cl)cc2)c1)c1ccccc1 | -1% | -3 | -1.3% | 3% | 7 | ? | 1% | -4% | 9% | 1% | -13%
Continued.
SMILES | Tb PFK block | Coupling enz | B2AR arrestin | PKM2 act | Giardia kill | a7 integrin act | GALK inhibitor | PTAP TSG101 blk | Chronic BCR inh | S-ASM inh | Menin-MLL TR inh
CCOC(=O)c1c(-c2ccc(C)o2)csc1NC(=O)CN1CCCCC1 | ? | -6 | 0.0% | 27% | -4 | -38% | 0% | -1% | 10% | -2% | ?
COc1ccc(/C=C/C(=O)Nc2cc(S(=O)(=O)N3CCOCC3)ccc2N2CCCC2)cc1OC | 4% | 1 | 0.1% | -5% | 3 | -1% | 12% | -5% | -13% | -1% | -1%
CCOCCCN(Cc1cc2cc(C)cc(C)c2[nH]c1=O)C(=O)N(CC)CC | -2% | 3 | -0.4% | 4% | -5 | -16% | 0% | -4% | -6% | 0% | -19%
CN=C(NC1CCCCC1)c1ccc([N+](=O)[O-])cc1 | 1% | 5 | -0.4% | 0%[11.5 µM] | -9 | -12% | 7% | -3% | 0% | -2% | -8%
O=C(Cc1c(F)cccc1Cl)c1ccc(O)cc1O | -2% | 0 | 0.2% | -4% | -7 | 19% | 0% | -9% | 7% | -5% | 13%
C[C@@H]1C(=O)OC[C@H]1NC(=O)OCc1ccccc1 | 0% | / | 0.1% | / | -4 | 30% | / | 2% | -4% | -2% | /
O=C(O)/C=C/C(=O)Nc1ccc(Oc2ccc(NC(=O)/C=C/C(=O)O)cc2)cc1 | -29% | 9 | -0.3% | 7% | / | / | 1% | / | -2% | / | 5%
COc1cccc(C(=O)NN2CC(O)=C(c3nc(C)cs3)C2=N)c1 | 2% | 2 | 0.2% | 1% | 15 | 6% | 1% | -12% | -16% | -1% | /
O=C(/C=C/c1cccc(F)c1)c1ccc(N2CCOCC2)cc1 | 7% | 1 | -0.4% | 10% | -15 | -43% | / | -1% | ? | -25% | /
COc1ccccc1CNC(=O)C(=O)NCCC1CCCCN1S(=O)(=O)c1cccs1 (stereo unspecified) | 14% | / | -2.2% | / | 8 | 11% | / | -2% | ? | 2% | /
Cc1cc(C)c2c(c1)cc(C)c1nnc(SCC(=O)Nc3cc(C)on3)n12 | -2% | 2 | 0.2% | -2% | -9 | -31% | 8% | -3% | -2% | -1% | -4%
COc1ccc(/C=C(\C#N)C(=O)NCCCn2ccnc2)cc1 | -3% | 0 | -0.2% | -9% | -7 | 6% | 3% | -4% | 0% | 0% | -7%
CCOc1ccc([C@@H]2CC=C(C(=O)O)[C@H](c3ccc(Cl)cc3)N2S(=O)(=O)c2ccc(C)cc2)cc1 | 0% | / | -0.8% | / | -12 | 0% | / | -5% | 7% | ? | /
CO/N=C1\CCn2c1c(C)c1ccccc12 | 1% | 2 | -0.4% | -4% | 15 | 19% | 1% | -3% | -13% | -2% | /
Cc1ccc(S(=O)(=O)NCC(=O)OCC(=O)NCc2ccc(F)cc2)cc1 | -5% | 1 | 0.1% | 1% | 12 | -2% | 8% | -1% | 0% | 7% | 5%
Cc1ccc(/C=N/NC(=O)c2nnn(-c3nonc3N)c2-c2ccc3c(c2)OCO3)s1 | -2% | -14 | 0.4% | / | 1 | 28% | 2% | -2% | 11% | -4% | 20%
CCN(c1ccccc1)S(=O)(=O)c1cccc(C(=O)NCc2cccnc2)c1 | -16% | / | 0.1% | / | -8 | 6% | / | 0% | -1% | / | /
CC(=O)CC(C)(C)NC(C)=S | 2% | 2 | -0.1% | -2% | 10 | 23% | 5% | 1% | 0% | -5% | /
Cc1ccc(NP(=O)(c2ccc(N(C)C)cc2NC(=O)c2cccs2)N2CCOCC2)cc1 (stereo unspecified) | 0% | -1 | 0.2% | 11% | 40[activator] | ? | 0% | -7% | 3% | -22% | 1%
Cn1c(C(=O)N2CCCC(C(=O)NCc3ccccc3)C2)cc2sccc21 (stereo unspecified) | 0% | 0 | -0.4% | / | ? | -12% | -4% | -3% | -1% | 0% | -11%
CCn1c(SCC(=O)Nc2cc(C)on2)nnc1-c1ccco1 | -7% | -6 | -0.7% | -17% | 9 | -5% | 1% | -8% | -13% | 2% | /
